Screens: PubChem, several laboratories
CDK5 p35 inh = CDK5/p35 (human) kinase inhibition | 330,000 compounds, 0.01% hits | Recombinant CDK5/p35, ADP-Glo luminescence, 60 min | Q00535+Q15078 | inhibition, % at 10 µM;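 active means highest replicate inhibition of at least 50% and at least 75% of replicates reaching 50%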;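 further: plate controls were DMSO neutral control for no effect and GW8510 at 10 µM for full effect; many of its hits are not listed in these tables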
Target sequence (Q00535 whole entry, looked up): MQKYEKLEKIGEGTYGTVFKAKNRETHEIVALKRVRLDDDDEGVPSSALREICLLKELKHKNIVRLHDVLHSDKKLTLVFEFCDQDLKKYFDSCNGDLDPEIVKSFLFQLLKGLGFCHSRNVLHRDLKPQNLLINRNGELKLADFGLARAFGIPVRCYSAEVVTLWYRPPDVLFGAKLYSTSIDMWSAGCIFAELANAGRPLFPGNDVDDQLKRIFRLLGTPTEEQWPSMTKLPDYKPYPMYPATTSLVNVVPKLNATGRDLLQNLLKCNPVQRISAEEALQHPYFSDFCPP
Target sequence (Q15078 whole entry, looked up): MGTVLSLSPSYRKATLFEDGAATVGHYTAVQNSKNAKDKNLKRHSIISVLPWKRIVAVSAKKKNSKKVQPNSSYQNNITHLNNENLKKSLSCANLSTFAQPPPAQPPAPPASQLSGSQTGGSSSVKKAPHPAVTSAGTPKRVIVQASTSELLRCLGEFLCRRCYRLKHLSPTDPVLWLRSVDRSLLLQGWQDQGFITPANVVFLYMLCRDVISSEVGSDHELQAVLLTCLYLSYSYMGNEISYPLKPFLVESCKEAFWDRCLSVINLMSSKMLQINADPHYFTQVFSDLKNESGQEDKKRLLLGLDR
Wnt act = Wnt/beta-catenin pathway activation | activation, % at 9.35 µM | Wnt/beta-catenin reporter cell assay, activator, plate reader | 300,000 compounds, 1.2% hits; in the data active means activation above about 30%, passing the limit was not always enough;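 further: 0% = neutral control wells and 100% = positive control wells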
SR-BI uptake up = activators of SR-BI mediated HDL lipid uptake; 320,000 compounds, 0.096% hits; CHO ldlA[mSR-BI] cells, DiI-HDL uptake fluorescence, 3 h; 100 = double the neutral-control signal; activation, % at 12.5 µM;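 active means mean replicate activation of at least 60% and every replicate at or above 60%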;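 further: 0% = median plate neutral-control signal and 100% = twice that signal; values of inactives mirror those of a sister screen read the other way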
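material = CHO ldlA[mSR-BI] cells | medium = Ham's F12 with 0.5% BSA, HEPES 25 mM, pH 7.4 | reagent = fluorescent DiI-HDL, 10 µg/mL final | compound dosing = single-point compound dose | incubation = 3 h, 37 °C | measured by = bottom-read fluorescence, 550/595 nm | measure = HDL uptake via cellular fluorescence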
dFosB act = mouse delta FosB homodimer activation | purified delta FosB, TAMRA-CDK5 oligo fluorescence polarization; percent of positive-control signal above neutral wells | 340,000 compounds, 0.99% hits | activation, % at 25 µM | AID 493131 | P13346;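 active means mean activation above about 17%, with every replicate also reaching it, limit read from the data, passing the limit was not always enough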;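 further: fluorescence polarization rise as delta FosB binds a TAMRA Cdk5 AP-1 oligo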
Target sequence (P13346 whole entry, looked up): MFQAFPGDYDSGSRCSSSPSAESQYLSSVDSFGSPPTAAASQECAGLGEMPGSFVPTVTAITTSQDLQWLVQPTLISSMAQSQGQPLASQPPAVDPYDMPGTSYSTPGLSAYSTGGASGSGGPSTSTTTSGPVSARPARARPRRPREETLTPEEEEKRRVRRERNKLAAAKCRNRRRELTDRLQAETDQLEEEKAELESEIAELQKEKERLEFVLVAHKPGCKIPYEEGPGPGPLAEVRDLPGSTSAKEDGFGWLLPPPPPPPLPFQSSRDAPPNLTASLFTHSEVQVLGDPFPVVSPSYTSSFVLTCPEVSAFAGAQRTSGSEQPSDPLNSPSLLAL
cardiac RTF act = increases calcium sensitivity of human cardiac regulated thin filaments; P19429+P45379; IANBD-labeled TnC RTF fluorescence at EC20 calcium; 0% EC20 calcium, 100% full calcium; activation, % at 7.2 µM; 340,000 compounds, 0.24% hits;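 active means activation above the mean over all tested compounds plus 3 SD, cut at about 30% in these data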;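 further: rise in fluorescence read as greater calcium sensitivity of cardiac thin filaments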
MITF TRPM1 HTS = MITF TRPM1 promoter activation in melanoma cells; activation, % at 12.5 µM; 300,000 compounds, 0.75% hits; AID 588334; SK-MEL-5 TRPM1-promoter luciferase, 24 h; % of positive control, neutral wells = 0;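 active means mean activation of at least 80% with every replicate also reaching 80%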;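 further: 0% = neutral control wells and 100% = parthenolide positive control wells; values of inactives mirror those of a sister screen read the other way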
Rtt109 HAT inh = C. albicans Rtt109 histone acetyltransferase inhibition; Q5AAJ8; purified Rtt109/Vps75, ThioGlo CoA-SH fluorescence, 4 h; inhibition, % at 34.9 µM; 330,000 compounds, 0.16% hits; AID 540336;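 active means inhibition of at least 50% in every replicate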
SR-BI DiI inh = blocks mouse SR-BI lipid uptake from DiI-HDL; inhibition, % at 12.5 µM; AID 488896; Q61009; 320,000 compounds, 0.96% hits; ldlA[mSR-BI] CHO cells, DiI-HDL uptake fluorescence, 3 h;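 active means mean replicate inhibition of at least 70% and a set share of replicates each scoring 70 or more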;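 further: 0% = median of neutral control wells and 100% = median of positive control wells; values of inactives mirror those of a sister screen read the other way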
HTR5A ag = HTR5A agonism, opioid heterodimer counter-screen; P47898; HTR5A agonist assay, luminescence, cell-based; activation, % at 9.3 µM; 340,000 compounds, 0.61% hits; in the data active means activation mostly above about 9.5%, no sharp cut-off; inactive means mostly below about 7.6%;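 further: 0% = cells with vehicle only and 100% = reference agonist; strong numbers were not always called active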
PvdQ inh = P. aeruginosa PvdQ acylase inhibition | inhibition, % at 10 µM | purified PvdQ acylase, fluorescence plate reader | AID 488965 | 340,000 compounds, 0.063% hits; in the data active means inhibition above about 30%, passing the limit was not always enough;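 further: 0% = vehicle neutral wells and 100% = reference inhibitor wells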
Active calls of the source: *; x = not tested or not shown. This is a random part of the collection. Share with any hit: about 4.4%.

mol,CDK5 p35 inh,Wnt act,SR-BI uptake up,dFosB act,cardiac RTF act,MITF TRPM1 HTS,Rtt109 HAT inh,SR-BI DiI inh,HTR5A ag,PvdQ inh
O=C(NCCc1ccc(Cl)cc1)c1ccc2nc[nH]c2c1,1.4,-0.4,4.3,-8.2,-1.1,0.6,-9.7,-4.3,0.9,-3.9
O=C(C1CCCC1)N1CCN=C1SCc1cccc([N+](=O)[O-])c1,1.9,0.7,9.2,-7.4,-2.6,-6.2,-7.6,-9.2,4.4,-1.3
CCN(CC)C(=O)C1CCC(CNS(=O)(=O)c2cccc3nsnc23)CC1 (stereo not drawn),0.7,-1.3,-11.5,-7.6,-5.7,7.3,-5.9,11.5,1.2,-2.4
Cc1cc(C(=O)Nc2c(F)cc(F)cc2Br)no1,-0.1,x,1.1,-4.8,0.1,18.8,1.5,-1.1,0.3,-3.6
COc1ccccc1C(=O)NCCCN1CCCC1=O,-0.4,-3.4,27.7,-1.8,-0.3,-7.1,-2.5,-27.7,3.2,-6.5
Cc1cccc(NC(=S)Nc2ccccn2)c1,1.5,59.5*,-1.5,5.0,0.7,25.6,8.4,1.5,1.7,8.9
O=C(CSc1nc2ccccc2n1CCc1ccccc1)c1ccc(O)c(O)c1,0.9,-2.0,-12.2,-19.3,-17.1,-0.8,3.5,12.2,5.7,-13.6
C=C(C)Cn1c(SCC(=O)O)nnc1-c1ccccc1,2.3,x,11.2,-3.4,1.1,x,3.2,-11.2,5.6,-13.8
COc1cccc(NC(=O)CCSc2nnc3scc(-c4ccccc4)n23)c1,2.0,-4.8,-1.4,-11.6,-2.2,-12.9,-3.3,1.4,5.3,-8.7
COc1ccc(NC(C(=O)Nc2cccc(C(C)=O)c2)c2ccccc2)cc1 (stereo not drawn),-0.7,8.0,-6.4,1.6,2.8,24.7,6.9,6.4,-1.9,11.3
COc1ccc(Cl)cc1NC(=O)C1CCN(S(C)(=O)=O)CC1,1.2,-1.1,12.2,7.8,6.8,x,-3.8,-12.2,2.7,-14.9
COc1ccc(N=Nc2ccc(O)c3ncccc23)cc1,-1.9,11.0,-48.9,-8.3,9.7,-69.2,4.1,48.9,-5.5,4.9
CN(C(=O)c1ccc(S(=O)(=O)N(C)C)cc1)c1ccc2ccccc2c1,1.3,1.4,17.9,-11.7,-4.8,1.8,1.2,-17.9,10.8,-9.4
CCc1cc2c(=O)n(-c3ccc(Br)cc3)cnc2s1,2.0,29.8,-7.2,-7.8,1.9,x,-3.6,7.2,3.1,-6.7
COc1cc(CNCc2ccccc2)c(Br)cc1OC1CCCC1,-1.1,-0.4,-7.1,-5.1,-0.2,10.9,9.1,7.1,0.5,18.7
CC(C)OC(=O)/C(=C\c1ccc2c(c1)c1ccccc1n2C)NC(=O)c1ccccc1,-0.3,x,-62.8,-5.4,8.2,47.9,7.2,62.8,7.3,-5.2
C=CCOc1c(CNc2ccc3[nH]c(=O)[nH]c3c2)cccc1OC,-2.2,1.4,2.6,-9.2,5.0,-0.9,-3.5,-2.6,-2.8,-15.5
Cc1c(Cl)cccc1NC(=O)CC1NCCNC1=O (stereo not drawn),x,0.3,6.3,-1.5,-5.8,10.8,-3.7,-6.3,-4.7,-2.8
COc1ccc(CCNC(=O)C(=O)NCC2OCCN2S(=O)(=O)c2ccc(C)cc2)cc1 (stereo not drawn),-1.6,-0.4,6.0,-14.3,1.7,x,-20.6,-6.0,4.1,3.8
Cc1cc(C)cc(C(=O)NCC(=O)OCC(=O)N(C)c2ccccc2)c1,-0.1,-2.4,14.9,-3.6,-9.8,4.2,9.0,-14.9,-3.6,18.2
CCc1ccc(NC(=O)C2CCN(S(=O)(=O)c3ccc4[nH]c(=O)ccc4c3)CC2)cc1,0.4,-2.2,-6.1,-5.7,18.2,1.8,0.9,6.1,4.9,-5.6
CCC(=O)NCCn1ccc2ccccc21,0.1,4.7,33.8,-2.8,-0.5,x,-8.7,-33.8,3.5,-8.1
COc1ccc(-c2cc(C)no2)cc1S(=O)(=O)NCc1ccc(OC(C)C)cc1,-4.1,-2.0,8.7,2.1,-0.2,4.1,3.5,-8.7,-2.7,-15.8
Cc1ccccc1Nc1ccc(S(=O)(=O)N2CCOCC2)cc1[N+](=O)[O-],0.2,-0.5,-24.3,-0.5,7.3,1.6,-0.6,24.3,2.5,-5.5
Cc1ccc(S(=O)(=O)N(CC(=O)NCCSC2CCCCC2)c2ccccc2F)cc1,1.6,x,28.9,-0.1,4.0,x,0.4,-28.9,2.6,-12.3
Cc1ccc(CNC(=O)c2ccc(N3CCC4(CC3)CC(c3cccc(Br)c3)=NO4)c(NC(=O)c3ccco3)c2)cc1,-1.1,-7.4,-32.0,3.5,4.6,-21.6,3.5,32.0,-3.5,17.1
CC(=O)Nc1ccc2c(COC(=O)[C@@H](NS(=O)(=O)c3ccc(C)cc3)C(C)C)cc(=O)oc2c1,-0.2,-3.2,-53.6,-10.1,-7.3,-2.1,1.2,53.6,-2.2,-2.6
CSc1nc(C)cc(OCNC(=O)c2cccs2)n1,-0.8,0.0,28.1,-3.9,-1.6,-2.4,11.4,-28.1,2.3,-11.9
c1ccc(Cc2nc3ccccc3s2)cc1,-2.9,20.9,30.9,-5.3,-2.1,-6.0,-4.1,-30.9,-3.5,-6.3
CCNC(=O)NC(=O)COC(=O)c1cccc(S(=O)(=O)N2CC3(C)CC2CC(C)(C)C3)c1 (stereo not drawn),0.4,-0.2,6.0,-10.9,-5.5,-4.2,3.2,-6.0,1.3,-3.1
C/C(=N\NC(=O)CSc1nc2ccccc2s1)c1cccnc1,-1.0,2.6,-13.4,-13.5,3.5,8.2,4.0,13.4,3.6,-21.6
COc1c(Cl)cnn(-c2ccc(Cl)c(Cl)c2)c1=O,0.5,-14.3,7.4,-1.4,6.6,10.2,4.6,-7.4,1.7,-16.8
COc1ccc2oc(C(=O)N3CCN(S(=O)(=O)c4ccc(F)cc4)CC3)c(C)c2c1,-1.4,-1.3,-9.8,-3.1,-1.7,10.6,12.1,9.8,-0.7,-5.8
O=C(c1ccccc1)c1ccc(Sc2ccc([N+](=O)[O-])cc2)cc1,-0.1,0.2,x,1.1,-1.0,2.0,30.0,x,4.2,0.1
C/C(=N\NC(N)=O)c1ccc(-n2ccnc2)cc1,-0.2,-1.5,25.7,-8.5,1.7,-21.0,-0.7,-25.7,0.1,-0.2
C=CCc1cc(C)ccc1OCC(O)CN1CCN(c2ccccc2)CC1 (stereo not drawn),-0.6,-0.2,-7.5,-15.3,2.1,-1.4,9.3,7.5,3.9,-10.9
CCCc1nnc(NC(=O)C(=O)NCCN(CC)CC)s1,-0.6,-0.1,-4.9,-3.2,3.7,6.7,5.7,4.9,4.6,-0.7
O=S(=O)(Nc1ccc2c(c1)OCCO2)c1ccc(F)c(F)c1,1.2,-1.2,14.9,2.0,0.9,-5.2,-1.7,-14.9,-1.8,-6.7
CCc1cccc(NS(=O)(=O)c2cccc3cccnc23)c1,0.0,-1.1,4.3,-4.2,1.7,11.2,-9.6,-4.3,-3.7,-16.3
COc1ccc(C(C)(C)C)cc1NC(=O)COC(=O)C1=NNC(=O)CC1,0.4,-2.0,4.0,-3.9,-0.3,7.2,1.9,-4.0,-7.8,-20.7
CC(=O)Nc1ccc(NC(=O)CSc2nnc(C)n2-c2ccccc2)cc1,0.2,1.8,-2.3,1.7,-0.7,-5.4,3.5,2.3,-1.7,5.6
COc1ccc(NC(=O)CSCC(=O)Nc2nnc(C)s2)cc1,-0.5,-4.8,-9.8,5.0,-0.6,5.5,20.4,9.8,5.1,3.2
COc1cc(CNc2ncc(-c3ccc(Cl)cc3)n2C)cc(OC)c1OC,-7.8,-1.4,-18.3,-3.3,0.3,x,-2.0,18.3,7.2,-4.5
CCCc1cc(=O)[nH]c(SCC(=O)Nc2ccc(Br)cc2)n1,1.4,1.9,-2.8,6.6,-3.3,3.0,1.6,2.8,1.4,-14.0
NS(=O)(=O)c1cccc(NC(=S)NC(=O)c2cccc([N+](=O)[O-])c2)c1,4.6,7.8,-11.6,6.7,-1.3,0.0,-6.3,11.6,-2.9,0.5
COCCCn1c(C)nnc1SCC(=O)NCc1ccco1,-0.6,2.0,23.1,-5.7,0.2,4.8,-3.0,-23.1,-3.6,4.2
C(=NN1CCCCCC1)c1cccc2ccccc12,-1.4,0.4,6.0,-5.2,-0.6,7.2,-11.5,-6.0,-0.5,4.1
CC[C@]12C(=O)N(C)C[C@H]([C@@H]3C(=O)N(C)C(=O)[C@@H]31)N2C(=O)c1ccc(F)cc1,0.7,1.6,21.7,2.4,-4.5,8.6,-8.8,-21.7,-5.5,8.6
O=C(CSc1nnc(-c2ccccc2)o1)N1CCc2ccccc2C1,-1.7,2.9,0.0,-10.5,0.2,x,-14.8,0.0,-0.7,-5.9

A different layout for part of the listing above.
Fields: CDK5 p35 inh	Wnt act	SR-BI uptake up	dFosB act	cardiac RTF act	MITF TRPM1 HTS	Rtt109 HAT inh	SR-BI DiI inh	HTR5A ag	PvdQ inh
> C/C(=N\NC(=O)CSc1nc2ccccc2s1)c1cccnc1
 : -1.0	2.6	-13.4	-13.5	3.5	8.2	4.0	13.4	3.6	-21.6
> COc1c(Cl)cnn(-c2ccc(Cl)c(Cl)c2)c1=O
 : 0.5	-14.3	7.4	-1.4	6.6	10.2	4.6	-7.4	1.7	-16.8
> COc1ccc2oc(C(=O)N3CCN(S(=O)(=O)c4ccc(F)cc4)CC3)c(C)c2c1
 : -1.4	-1.3	-9.8	-3.1	-1.7	10.6	12.1	9.8	-0.7	-5.8
> O=C(c1ccccc1)c1ccc(Sc2ccc([N+](=O)[O-])cc2)cc1
 : -0.1	0.2	x	1.1	-1.0	2.0	30.0	x	4.2	0.1
> C/C(=N\NC(N)=O)c1ccc(-n2ccnc2)cc1
 : -0.2	-1.5	25.7	-8.5	1.7	-21.0	-0.7	-25.7	0.1	-0.2
> C=CCc1cc(C)ccc1OCC(O)CN1CCN(c2ccccc2)CC1 (stereo not drawn)
 : -0.6	-0.2	-7.5	-15.3	2.1	-1.4	9.3	7.5	3.9	-10.9
> CCCc1nnc(NC(=O)C(=O)NCCN(CC)CC)s1
 : -0.6	-0.1	-4.9	-3.2	3.7	6.7	5.7	4.9	4.6	-0.7
> O=S(=O)(Nc1ccc2c(c1)OCCO2)c1ccc(F)c(F)c1
 : 1.2	-1.2	14.9	2.0	0.9	-5.2	-1.7	-14.9	-1.8	-6.7
> CCc1cccc(NS(=O)(=O)c2cccc3cccnc23)c1
 : 0.0	-1.1	4.3	-4.2	1.7	11.2	-9.6	-4.3	-3.7	-16.3
